# Screening results: PubChem BioAssay, National Center for Advancing Translational Sciences (NCATS)
# Pol eta inh – qHTS for Inhibitors of Polymerase Eta. DNA polymerase eta (Homo sapiens), Q9Y253. recombinant Pol eta, fluorescent DNA replication assay. Potency, µM (series often up to 114 µM), without a hit: top-dose activity change, negative = inhibition, hits mostly inhibitors. 1.2% of 390,000 active. AID 588591, 2011; further: potency means the concentration at half of the fitted maximal effect; on the % scale 0 is the no-effect control and ±100 the full control effect
#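 Pol eta at 10 nM preincubated with compounds 15 min at room temperature; reaction started with fluorescent substrate (50 nM final) and read kinetically at 0 and 10 min.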
# APEX1 inh – qHTS Assay for Inhibitors of the Human Apurinic/apyrimidinic Endonuclease 1 (APE1) | AID 2517, 2012 | Potency, µM (series often up to 65.8 µM), inactives show top-dose activity change, negative = inhibition, most hits filed as inhibitors | 0.35% of 350,000 active | recombinant APE1, TAMRA/BHQ-2 abasic DNA cleavage fluorescence | DNA repair nuclease/redox regulator APEX1 (Homo sapiens), P27695;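 further: potency means the concentration at half of the fitted maximal effect; plate controls were vehicle for no effect and reference inhibitor for full effect; nearly all actives have a fitted effect of over 55% in size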
#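 Readout is kinetic fluorescence (ex 525, em 598 nm) from cleavage of 50 nM TAMRA/BHQ-2 THF abasic duplex by 0.75 nM APE1, compound added 15 min beforehand at RT.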
# Pol iota inh – qHTS for Inhibitors of Polymerase Iota; DNA polymerase iota (Homo sapiens), Q9UNA4; Pol iota fluorescent replication assay, 10 min; Potency, µM (highest dose often 115 µM), without a hit: at the highest dose activity, negative = inhibition, hits mostly inhibitors; 1% of 390,000 active; AID 588590, 2011; further: potency means the concentration at half of the fitted maximal effect
#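 Pol iota at 10 nM preincubated 15 min with compounds at room temperature; reaction started with fluorescent substrate, 50 nM final. Fluorescence read kinetically at 0 and 10 min; buffer-only wells as negative control.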
# BLM inh – qHTS Assay for Inhibitors of Bloom's syndrome helicase (BLM) | 0.2% of 350,000 active | Potency, µM (series often up to 56.1 µM), for inactives: at the highest dose activity change, negative = inhibition, usual class: inhibitors | RecQ-like DNA helicase BLM (Homo sapiens), P54132 | recombinant BLM DNA unwinding, fluorescence dequenching;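 further: potency means the concentration at half of the fitted maximal effect; plate controls were vehicle for no effect and no enzyme for full effect; nearly all actives have a fitted effect of over 35% in size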
# RXFP1 antag – qHTS Assay for Antagonists of the Relaxin Receptor RXFP1. activity change, negative = inhibition, % at 57.5 µM. Relaxin receptor 1 (Homo sapiens), Q9HBX9. 0.59% of 350,000 active. HEK293-RXFP1, relaxin-stimulated cAMP HTRF, 30 min; hits give low values. AID 1259400, 2018;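 active means activity change of -60% or lower, but not beyond a set lower limit; inconclusive means change between -60% and -40%, or beyond the set limit; inactive means change above -40%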; further: on the % scale 0 is the no-effect control and ±100 the full control effect
# Target sequence (Q9HBX9 whole entry, looked up): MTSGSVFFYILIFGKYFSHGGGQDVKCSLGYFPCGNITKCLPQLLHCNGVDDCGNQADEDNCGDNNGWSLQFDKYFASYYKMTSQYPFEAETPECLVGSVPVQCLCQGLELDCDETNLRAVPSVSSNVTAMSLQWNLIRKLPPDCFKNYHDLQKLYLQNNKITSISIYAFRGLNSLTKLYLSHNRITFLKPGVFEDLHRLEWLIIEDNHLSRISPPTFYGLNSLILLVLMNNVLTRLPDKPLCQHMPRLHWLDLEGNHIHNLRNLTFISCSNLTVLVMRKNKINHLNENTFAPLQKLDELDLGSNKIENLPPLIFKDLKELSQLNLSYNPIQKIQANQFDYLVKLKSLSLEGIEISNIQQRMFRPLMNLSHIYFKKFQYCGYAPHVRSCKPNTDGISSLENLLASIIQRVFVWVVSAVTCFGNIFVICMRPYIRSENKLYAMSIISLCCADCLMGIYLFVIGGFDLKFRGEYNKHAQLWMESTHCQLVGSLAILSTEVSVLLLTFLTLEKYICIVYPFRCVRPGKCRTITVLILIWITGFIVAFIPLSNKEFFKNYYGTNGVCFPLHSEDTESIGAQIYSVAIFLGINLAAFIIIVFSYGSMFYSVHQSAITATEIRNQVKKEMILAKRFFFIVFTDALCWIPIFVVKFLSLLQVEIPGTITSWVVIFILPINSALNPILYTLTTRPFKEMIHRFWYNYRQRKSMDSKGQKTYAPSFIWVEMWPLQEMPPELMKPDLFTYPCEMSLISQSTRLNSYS
# PGK inhibitor – qHTS Assay to Find Inhibitors of Phosphoglycerate Kinase; Phosphoglycerate kinase, glycosomal (Trypanosoma brucei brucei), P07378; PGK/GAPDH coupled, Kinase-Glo luminescence, 60 min; Potency, µM (top dose mostly 57.5 µM), without a hit: at the top dose activity change, negative = inhibition, usual class: inhibitors; 0.043% of 380,000 active; AID 602233, 2012; further: potency means the concentration at half of the fitted maximal effect; on the % scale 0 is the no-effect control and ±100 the full control effect; nearly all actives have a fitted effect of over 60% in size
#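 Luminescent ATP detection (Kinase-Glo Plus) follows a 60-minute room-temperature incubation, with wells lacking PGK as controls. Buffer: 100 mM TEA (pH 7.6), 5 mM MgCl2, 0.01% Tween-20. Coupling enzyme GAPDH (100 nM final) supplies unstable 1,3-BPG in-well.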
# POLB inh – qHTS Assay for Inhibitors of DNA Polymerase Beta; Pol beta primer extension/strand displacement, fluorescence kinetic; Potency, µM (highest dose often 114 µM), for the others: at the top dose activity change, negative = inhibition, usual class: inhibitors; 1.3% of 340,000 active; further: potency means the concentration at half of the fitted maximal effect; on the % scale 0 is the no-effect control and ±100 the full control effect
#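 Values derive from four-parameter Hill fits of normalized kinetic data: reads at 0 and 10 min following addition of 50 nM substrate to 10 nM Pol beta preincubated 15 min with compound.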
# Apoferritin bind – qHTS Assay for Identification of Novel General Anesthetics | Ferritin light chain (Equus caballus), P02791 | apoferritin/1-aminoanthracene competitive binding, fluorescence | Potency, µM (series often up to 77.5 µM), for inactives: top-dose activity change, negative = displacement, hits mostly inhibitors | 0.074% of 350,000 active; further: potency means the concentration at half of the fitted maximal effect; on the % scale 0 is the no-effect control and ±100 the full control effect; nearly all actives have a fitted effect of over 20% in size
# Target sequence (P02791 2-175 limits assumed): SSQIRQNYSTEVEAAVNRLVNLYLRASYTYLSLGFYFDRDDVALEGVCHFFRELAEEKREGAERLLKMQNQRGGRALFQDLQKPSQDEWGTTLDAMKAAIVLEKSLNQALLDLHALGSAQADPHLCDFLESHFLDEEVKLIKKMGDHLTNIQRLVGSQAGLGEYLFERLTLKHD
#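 Probe: 1-aminoanthracene (50% saturated, PBS). Protein: horse-spleen apoferritin, 10 uM. Incubation: 10 min, room temperature. Detection: 380 nm excitation, 535 nm emission. Analysis: normalized response, four-parameter Hill.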
# POLK inh – qHTS for Inhibitors of Polymerase Kappa; DNA polymerase kappa (Homo sapiens), Q9UBT6; purified Pol kappa, fluorescent DNA synthesis assay, 10 min; Potency, µM (doses to about 107 µM), without a hit: top-dose activity, negative = inhibition, usual class: inhibitors; 0.53% of 400,000 active; AID 588579, 2011; further: potency means the concentration at half of the fitted maximal effect; on the % scale 0 is the no-effect control and ±100 the full control effect
#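 Here, compound and 10 nM enzyme are combined for 15 min at room temperature; adding 50 nM substrate (final) starts DNA synthesis, tracked by fluorescence at 0 and 10 min against buffer-only wells.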
# * hit, by the source's call; i = inactive; ? = inconclusive; . = no result given; & = joins results of further samples; [ ] = remark or other dose. Unless noted, the call rests on the fitted dose curve; in most records, active means well fitted curve in the direction sought with a large enough effect; inconclusive means small, poorly fitted or top-dose-only effect, or another doubt; inactive means no such curve, though single readings can be large; an effect the other way counts as inactive or inconclusive. These rows are one share of the data. The share of hits here may be higher or lower than overall.
molecule	POLK inh	Pol eta inh	Pol iota inh	Apoferritin bind	RXFP1 antag	APEX1 inh	BLM inh	PGK inhibitor	POLB inh
Cc1ccc(N/C=C/C(=O)C(C)(C)C)c(O)c1	-8%	-15%	8%	?	-38	?	-14%	4%	2%
CCNc1ccc(C2(O)C(=O)c3ccccc3C2=O)cc1	0%	-23%	37%[activator]	-14%	16	13%	4%	i	99%
O=C(c1cccnc1)N1C2C=CC(C2)C1(C(F)(F)F)C(F)(F)F (stereo not given)	-7%	14µM*	?	?	-12	-14%	1%	-25%	40µM*
CCCCC(=O)OC1=C(C(=O)c2ccccc2)N(CCC)S(=O)(=O)c2ccccc21	-5%	.	-3%	?	-18	.	-4%	.	1%
COCCNC(=O)CCCn1c(=O)c2cc(OC)c(OC)cc2n(CC(=O)c2cccc(OC)c2)c1=O	9%	-11%	-24%	-8%	3	-2%	1%	-4%	1%
CC(=O)COc1ncn(-c2ccccc2)n1	8%	-8%	-4%	-6%	-6	-2%	1%	-2%	2%
Cc1ccc(-n2c(C)cc(C)c(C#N)c2=O)cc1Cl	-19%	1%	-2%	?	0	-4%	1%	0%	30%
Cc1cc(=O)[nH]c(-n2nc(C)cc2C)n1	-8%	6%	?	-7%	0	2%	2%	2%	15%
Cc1ccc(-n2nc(C)c3c2NC2=C(C(=O)CC(C)(C)C2)C3c2ccccc2OCC(=O)O)cc1 (stereo not given)	-7%	-5%	51%[activator]	-7%	-3	-1%	-3%	-11%	-7%
COC(=O)C1CCN(C2=C(NS(=O)(=O)c3ccc(Cl)cc3)C(=O)c3ccccc3C2=O)CC1	-24%	-22%	39%[activator]	3%	22	7%	-16%	-11%	-12%
C=CCc1ccccc1OCC(O)CN1CCN(c2ccccc2F)CC1 (stereo not given)	-13%	-22%	-6%	-20%	-18	5%	-3%	-2%	-2%
Cc1ccc(C(C)C)c(OCC(=O)N2CCOCC2)c1	0%	13%	8%	-1%	-2	-3%	-2%	-4%	25%
Cc1ccc(C(=O)NNC(=O)c2ccc3ccccc3c2O)cc1	-16%	-11%	0%	2%	15	12%	-1%	-2%	8%
CS(=O)(=O)NCCNc1ccc(C(F)(F)F)cc1[N+](=O)[O-]	9%	-17%	-9%	-15%	1	0%	-4%	-4%	9%
COc1ccccc1-c1nc(NCc2cnc(C)cn2)c2ccccc2n1	-16%[60.1 µM]	.	.	?	.	1%	36%[activator]	.	.
O=C(NCCc1ccccc1F)/C(=C/c1cccnc1)NC(=O)c1ccccc1	-7%	-16%	?	-5%	-2	1%	0%	.	0%
Cc1ccc(CNC(=O)c2cc3c(=O)n(Cc4ccco4)ccc3nc2C)cc1	0%	-11%	?	-7%	0	.	-4%	i	0%
O=C(NCCN1CCN(c2cccc(Cl)c2)CC1)Nc1ccccc1C(F)(F)F	0%	-9%	50%[activator]	-7%	-19	.	-1%	-11%	-3%
Cc1cnc(C(=O)OCC(=O)c2cccc3ccccc23)cn1	-18%	9%	26%	.	2	23%	.	1%	.
O=C(Nc1nnc(-c2ccccc2)o1)C1CCCN1S(=O)(=O)c1cccs1 (stereo not given)	-6%	-14%	9%	.	-13	6%	.	-3%	.
COCCN(C(=O)COC(=O)CC1CCCCC1)c1c(N)n(Cc2ccccc2)c(=O)[nH]c1=O	12%	-13%	43%[activator]	0%	1	1%	0%	0%	2%
O=C(CSc1nc2ccccc2n1CC(=O)N1CCCC1)Nc1ccc2c(c1)OCO2	-5%	-10%	0%	-2%	-3	0%	-2%	i	23%
COc1ccc(N(C(C)C(=O)N/N=C(\C)C(C)(C)C)S(C)(=O)=O)cc1 (stereo not given)	6%	0%	28%	-9%	-7	-3%	1%	.	-10%
COc1cc([N+](=O)[O-])ccc1N/C=C/C(=O)c1cccs1	-11%	-11%	-3%[58.9 µM]	-19%	18	-2%	-3%	?	15%
CN(Cc1ccccc1)C(=O)c1cc(S(=O)(=O)N2CCOCC2)cn1C	-17%	-20%	17%	-12%	4	21%	0%	-2%	-4%
CCCCN(C)CCCNC(=O)c1cc(Nc2ccc(OC)c(OC)c2)nc2ccccc12	-5%[60.1 µM]	-5%	-19%	-2%	-6	40%	-8%	-1%	-24%
Cc1c(C(=O)O)sc(=S)n1CCOc1ccccc1	-5%	-7%	-24%	-12%	-5	0%	-1%	2%	15%
Cc1cc(NC(=O)c2cccs2)ncc1NC(=O)c1cccc(F)c1	-3%[60.1 µM]	-8%	-26%	?	-7	2%	1%	-3%	?
Cc1noc(C)c1-c1nnc(-c2ccc(C(F)(F)F)cc2)o1	-5%	-10%	-17%	-3%	0	1%	-1%	-2%	-16%
CCCCCCc1c(C)nc(-n2[nH]c(C)c(CCO)c2=O)[nH]c1=O	-1%	-19%	113%[activator]	-18%	-18	-2%	-2%	2%	-8%
COc1ccc(CN2CCC(=O)c3ccccc3S2(=O)=O)cc1	-4%	.	-3%	-10%	.	0%	-2%	.	.
CCOC(=O)c1ccc(NC(=O)C2(c3ccccc3)CCCC2)cc1	-20%	-19%	-2%	-6%	-2	-4%	-9%	-11%	23%
CCOC(=O)c1sc(N2N=C(C)/C(=C\c3ccc(OCC(=O)OC)cc3)C2=O)nc1C	1%	?	?	-7%	.	15%	-2%	-2%	28%
O=C(NS(=O)(=O)Oc1cccc(F)c1)OC[C@@H]1CCCN2CCCCC12 (stereo not given in full)	-17%	-7%	2%	-1%	-14	-16%	-2%	-3%	19%
Cc1ccc(NC(=O)c2cccc(-n3cnnn3)c2)cc1Cl	-22%	-9%	-24%	.	10	1%	.	-5%	.
O=C(CSc1nnc(Cn2c(=O)sc3ccccc32)n1-c1ccccc1)N1CCCCCC1	6%	-2%	28%	-9%	.	-2%	2%	-8%	18%
COc1ccc(Cn2c(C(=O)O)c(CNC3CCC(C)CC3)c3ccc(C)cc32)cc1 (stereo not given)	-11%	-17%	21%	-18%	9	.	-2%	1%	-1%
Cc1ccc(CN(C(=O)c2ccco2)C(C(=O)NC2CCCC2)c2ccc(N3CCOCC3)cc2)cc1 (stereo not given)	-2%	6%	14%	-22%	2	4%	-3%	1%	4%
COc1ccc(C2CC(c3cccs3)=NN2C(=S)Nc2ccccc2)cc1OC (stereo not given)	-10%	-5%	4%	95%[activator]	3	0%	-6%	11%	15%
COc1ccc(C(=O)Nc2nnc(Cc3ccccc3)s2)c(OC)c1	7%	-8%	16%	-9%	-10	0%	-7%	0%	32%
CC1(C)CC(=O)C2=C(C1)NC(=O)CC2c1cccc(F)c1 (stereo not given)	-14%	?	5%	-9%	-5	4%	0%	-5%	32%
Cc1cc(C)c(C)c(S(=O)(=O)NCC(=O)Nc2ccc(F)cc2)c1C	9%	-21%	3%	-12%	-3	-13%	-12%	i	-8%
COc1ccc(OC)c(C(=O)COC(=O)c2ccc([N+](=O)[O-])o2)c1	-21%	-7%	?	.	7	-2%	.	0%	.
COc1cc(CNCCCN2CCOCC2)c(Br)cc1OCC(=O)Nc1ccccc1C	0%	-7%	2%	-7%	-8	?	-11%	2%	52%
O=C(Nc1cccnc1)c1cc(-c2ccc(Cl)cc2)on1	10%&-9%	3%&3%	-18%&-5%	-5%&2%	-10	9%	-2%&-2%	-10%&-1%	1%&-36%
COc1ccc(OCCOc2ccc(S(=O)(=O)N3CCCC3)cc2C(N)=O)cc1	2%	-3%	9%	.	-4	44%[activator]	.	-3%	.
COc1ccc(S(=O)(=O)N2CCOC2CNC(=O)C(=O)NCc2cccnc2)cc1C (stereo not given)	1%	-21%	26%	-12%	1	3%	-6%	-3%	2%
COC(=O)CC1Oc2ccc(C)cc2-n2cc(-c3ccc(F)cc3)nc21 (stereo not given)	-4%	-19%	0%	4%	.	.	-2%	i	-1%
CC(C)(C)S(=O)(=O)c1cnc2c(S(=O)(=O)c3ccccc3)cnn2c1N	-37%	-24%	5%	-17%	7	-4%	-4%	i	-25%
Cc1cc(=O)n2nc(N3CCCC(C(=O)N4CCN(C)CC4)C3)sc2n1 (stereo not given)	1%	-4%	-5%	3%	3	20%	6%	-5%	12%
CCOc1c(Cl)cc(C(=O)Nc2cccc(C(=O)O)c2)cc1Cl	-6%	-9%	9%	-2%	3	1%	-5%	8%	0%
Oc1cccc(-c2nc(-c3cccs3)c(-c3cccs3)[nH]2)c1	-12%	4%	-1%	-11%	4	.	-7%	1%	-4%
CC(C)COc1ccc(C(=O)OCC(=O)NCCC2=CCCCC2)cc1	-11%	-22%	20%	.	-11	20%	.	i	.

# Retrieved by compound from above:
molecule	POLK inh	Pol eta inh	Pol iota inh	Apoferritin bind	RXFP1 antag	APEX1 inh	BLM inh	PGK inhibitor	POLB inh
O=C(Nc1cccnc1)c1cc(-c2ccc(Cl)cc2)on1	10%&-9%	3%&3%	-18%&-5%	-5%&2%	-10	9%	-2%&-2%	-10%&-1%	1%&-36%
CC(C)COc1ccc(C(=O)OCC(=O)NCCC2=CCCCC2)cc1	-11%	-22%	20%	.	-11	20%	.	i	.
CCOc1c(Cl)cc(C(=O)Nc2cccc(C(=O)O)c2)cc1Cl	-6%	-9%	9%	-2%	3	1%	-5%	8%	0%
